# Screening data: PubChem BioAssay, National Center for Advancing Translational Sciences (NCATS)
# CBFb RUNX1 block = blocks binding between human CBF-beta and RUNX1; Q01196+Q13951; AlphaScreen CBFb-His/RUNX1-biotin binding, biochemical; Potency, µM (top dose mostly 59.8 µM), without a hit: at the top dose activity, negative = inhibition, hits mostly inhibitors; 230,000 tested, under 10 active; note: % of control where 0% means no effect
# Target sequence (Q01196 whole entry, looked up): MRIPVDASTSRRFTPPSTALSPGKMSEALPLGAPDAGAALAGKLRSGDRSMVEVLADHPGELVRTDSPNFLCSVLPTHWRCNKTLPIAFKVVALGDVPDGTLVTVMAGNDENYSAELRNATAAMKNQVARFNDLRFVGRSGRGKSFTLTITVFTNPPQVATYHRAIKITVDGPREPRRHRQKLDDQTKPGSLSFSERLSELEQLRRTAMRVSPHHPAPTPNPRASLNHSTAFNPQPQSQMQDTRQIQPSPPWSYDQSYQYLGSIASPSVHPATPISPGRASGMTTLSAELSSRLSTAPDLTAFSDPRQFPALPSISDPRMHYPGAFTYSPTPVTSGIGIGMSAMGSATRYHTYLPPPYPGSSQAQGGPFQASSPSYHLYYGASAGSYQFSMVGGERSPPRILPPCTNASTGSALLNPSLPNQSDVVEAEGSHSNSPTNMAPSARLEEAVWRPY
# Target sequence (Q13951 whole entry, looked up): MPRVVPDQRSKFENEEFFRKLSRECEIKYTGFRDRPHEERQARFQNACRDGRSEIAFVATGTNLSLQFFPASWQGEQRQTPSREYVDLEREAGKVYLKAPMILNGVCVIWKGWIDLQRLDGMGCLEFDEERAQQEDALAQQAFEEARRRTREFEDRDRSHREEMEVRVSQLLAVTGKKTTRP
#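 His-tagged CBF-beta and biotinylated RUNX1 (30 nM each) were premixed 20 min at room temperature, exposed to compound for 15 min, then given nickel-chelate and streptavidin AlphaScreen beads (50 ng each). After 90 min, AlphaScreen signal was read.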
# Epigenetic derep = regulators of epigenetic silencing causing reporter derepression in mouse cells. murine LDR cells, GFP reporter derepression, 30 h. 280,000 compounds, 0.2% hits. Potency, µM (highest dose often 53.9 µM), for the others: at the top dose GFP activation, actives largely listed as activators; note: potency is the fitted concentration of half-maximal effect; % of control where 0% means no effect; nearly all actives have a fitted effect of over 60% in size
#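 GFP-positive cell count by laser-scanning cytometry (objects 20–120 um) after 30 h, 37 C compound exposure of murine LDR cells; reporter is CMV-GFP integrated at a silenced locus, inducible by HDAC or DNMT inhibitors.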
# Luc counter = blocks Kinase-Glo luciferase, a counter-screen artifact; Q27757; Potency, µM (highest dose often 38.3 µM), for inactives: top-dose activity change, negative = inhibition, usual class: inhibitors; 200,000 compounds, 0.28% hits; Kinase-Glo luciferase, ATP luminescence, 8 min; note: potency is the fitted concentration of half-maximal effect; % is set by controls: 0 for no effect and ±100 for the full control effect; nearly all actives have a fitted effect of over 60% in size
#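 Compound is pinned into ATP-containing buffer (10 uM ATP, imidazole pH 7.2, 7 mM MgCl2). Kinase-Glo luciferase reagent is then added. Light output is recorded following an 8-min room-temperature incubation.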
# IMPase Li cell = IMPase inhibition in cells with lithium potentiation; CHO-M1 cells, IP1 TR-FRET (IP-One), carbachol + lithium; Potency, µM (titrated, usually from 59.4 µM), without a hit: at the highest dose activity, negative = IMPase inhibition, most hits filed as inhibitors; 210,000 compounds, 0.35% hits; AID 1457;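 note: IP1 builds up when IMPase is blocked and the TR-FRET signal falls; potency is the fitted concentration of half-maximal effect; plate controls were basal vehicle for no effect and high inhibitor control for full effect; nearly all actives have a fitted effect of over 50% in size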
#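 Test compounds were applied to CHO-M1 cells previously cultured for 16–30 h at 2000 per well. A small lithium amount accompanied them; after 30 min at 37C, IP1 was quantified by TR-FRET.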
# NPSR antagonist = antagonists of human neuropeptide S receptor cAMP signaling; Q6W5P4; CHO-NPSR cells, cAMP TR-FRET, antagonist mode; Potency, µM (titrated, usually from 38.3 µM), inactives show at the top dose activity change, negative = inhibition, most hits filed as inhibitors; 220,000 compounds, 1% hits; note: potency is the fitted concentration of half-maximal effect; % is set by controls: 0 for no effect and ±100 for the full control effect; nearly all actives have a fitted effect of over 50% in size; many of its hits are not listed in these tables
# Target sequence (Q6W5P4 whole entry, looked up): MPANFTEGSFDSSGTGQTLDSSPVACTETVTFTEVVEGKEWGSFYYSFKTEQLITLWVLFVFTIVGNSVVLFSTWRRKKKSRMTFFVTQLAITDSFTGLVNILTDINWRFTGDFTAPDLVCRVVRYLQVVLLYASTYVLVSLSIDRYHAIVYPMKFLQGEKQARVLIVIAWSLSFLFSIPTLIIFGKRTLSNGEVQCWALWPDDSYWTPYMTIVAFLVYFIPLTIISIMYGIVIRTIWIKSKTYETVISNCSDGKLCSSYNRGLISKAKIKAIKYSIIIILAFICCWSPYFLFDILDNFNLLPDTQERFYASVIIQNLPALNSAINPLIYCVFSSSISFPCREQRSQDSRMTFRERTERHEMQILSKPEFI
# HttQ103 aggreg = mutant huntingtin aggregation inhibition; AID 1688; PC12 HttQ103-GFP aggregates, Acumen cytometry, 40 h; 220,000 compounds, 1.1% hits; Potency, µM (highest dose often 46.1 µM), inactives show at the top dose activity change, negative = inhibition, most hits filed as inhibitors; note: potency is the fitted concentration of half-maximal effect; % is set by controls: 0 for no effect and ±100 for the full control effect; nearly all actives have a fitted effect of over 60% in size
#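 Compounds (qHTS titration) were added to PC12 cells expressing an ecdysone-driven HTT exon 1 Q103–GFP fusion after induction with 100 nM tebufenozide. Aggregate formation was measured as GFP objects in cell lysates.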
# Lamin A splicing = modulators of lamin A splicing; 200,000 compounds, 0.01% hits; Potency, µM (titrated, usually from 46.1 µM), for inactives: top-dose ratio change, negative = inhibition, hits mostly inhibitors; HeLa LMNA splicing GFP/RFP minigene ratio, 48 h; active = well fitted inhibition curve with a large enough effect in the signal ratio, with a control signal flat, not every such curve was filed as active; inconclusive = small, poorly fitted or top-dose-only effect, or effect the other way, or a change in a side signal; the % refers to the signal ratio; note: potency is the fitted concentration of half-maximal effect; % is set by controls: 0 for no effect and ±100 for the full control effect
#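 S3 HeLa stable clones carrying a lamin A-EGFP splicing minigene plus DsRed2 were seeded at 600 cells/well in Opti-MEM with 2% FBS, pin-dosed and incubated 48 h at 37°C. Acumen cytometry (488 nm) gave the GFP/RFP total-intensity ratio.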
# The depositor's hits bear a star; ? = inconclusive; . = no result given; & = joins results of further samples; [ ] = dose if it differs, or a comment. Unless noted, calls come from the whole dose curve; as a rule, active = well fitted curve in the direction sought with a large enough effect; inconclusive = small, poorly fitted or top-dose-only effect, or another doubt; inactive = no such curve, though single readings can be large; an effect the other way counts as inactive or inconclusive. Some of the compounds tested (hit frequency here may not be typical).
SMILES,CBFb RUNX1 block,Epigenetic derep,Luc counter,IMPase Li cell,NPSR antagonist,HttQ103 aggreg,Lamin A splicing
Cc1nn(C)c(C)c1NC(=O)CCSc1nc(-c2ccco2)cc(C(F)(F)F)n1,9%,0.9%,1%,23%[38.3 µM],-7%[46.1 µM],-6%,-2%
COc1ccc(C)cc1-n1cnnn1,-7%,0.0%,.,.,5%[7.67 µM],4%[9.22 µM],.
CCOC(=O)N1CCN(C(=O)Nc2sc3nc4n(c(=O)c3c2C)CCC(C)CC4)CC1 (configuration not stated),2%,0.0%,-1%,-8%[38.3 µM],-31%[46.1 µM],16%,-7%
Cn1c(=O)[nH]c(=O)c2c1nc(N1CCOCC1)n2CCSc1nc2ccccc2[nH]1,0%,4.7%,-2%,-15%[38.3 µM],-7%[46.1 µM],-3%,9%
Cc1cccc(NC(=O)CN2CCCN(S(=O)(=O)c3ccc(Br)s3)CC2)c1,5%,-1.2%,-4%,-7%[38.3 µM],?,19%,30%
O=C(O)/C=C/c1ccc(S(=O)(=O)Nc2ccc(C(=O)NCC(=O)O)cc2)cc1,-4%,-1.4%,4%,6%,4%,2%,-2%[46 µM]
CCOc1ccc(CCNC(=O)C2CCN(c3nnc(-n4cccc4)s3)CC2)cc1,1%,-2.4%,2%,-2%[38.3 µM],?,12%,-2%
COc1ccc(-c2cc(C(F)(F)F)nc(S(C)(=O)=O)n2)cc1OC,2%,?,-1%,20%[38.3 µM],?,10µM*,?
Cc1cc(C)n(C(=O)c2ccc(NC(=O)C3COc4ccccc4O3)cc2)n1 (configuration not stated),1%,-1.5%,-2%,-21%[38.3 µM],?,10%,?
COc1ccc2[nH]cc(CCNC(C)=O)c2c1,12%[21.7 µM],0.8%,1%,11%&26%&10%&-2%&-10%&9%&-2%,8%[46.1 µM],10%,?
NS(=O)(=O)c1ccc(CCNC(=O)CC(NC(=O)c2ccccc2Cl)c2ccccc2)cc1 (configuration not stated),0%,-2.4%,.,.,-19%,-12%[9.22 µM],.
COc1ccc(C2/C=C\CN(Cc3ccncc3)CC(=O)N2Cc2ccc(F)cc2)cc1 (configuration not stated),2%&4%,1.6%,.,.,1%,35%[9.22 µM],.
O=C(CC(Nc1ccc(Cl)cc1)C(=O)O)c1ccccc1 (configuration not stated),7%,-2.3%,-19%,-10%,4%[46.1 µM],13%,8%
N#CC1=C(N)N2C(=C(C#N)C1c1ccc(Br)cc1)Nc1ccccc12 (configuration not stated),-1%,-0.9%,.,.,-11%[46.1 µM],?,?
CCC(CC)c1nnc(NC(=O)c2nn(C)c(=O)c3ccccc23)s1,7%,-5.3%,2%,-9%,-15%,30%,-11%[46 µM]
CC(C)Sc1nc2[nH]ncc2c(=O)[nH]1,-4%,-3.3%,4%,6%,9%,5%[9.22 µM],.
CC(=O)Nc1nnc(COc2ccc(Cl)cc2)s1,8%,-1.4%,4%,-13%,0%,-19%,-23%[46 µM]
O=C1CCCN1c1ccc(S(=O)(=O)Nc2cccnc2)cc1,11%,-1.4%,0%,20%,10%,12%,.
CCCn1c(SCC(=O)N2CCCCC2)nnc1-c1ccco1,2%,-1.0%,-1%,2%[38.3 µM],-1%[46.1 µM],17%,8%
CCCc1ccc(-c2cc(NC(=O)CSc3n[nH]c(N)n3)n(-c3ccccc3)n2)cc1,-6%,-1.2%,0%,-1%[38.3 µM],?,12%[9.22 µM],?
OCCNCc1cc(Br)ccc1OCc1ccc(F)cc1,5%,-0.9%,-1%,6%,-2%,-18%[9.22 µM],?
Cc1oc(-c2cc(Cl)cc(Cl)c2)cc1C(=O)NCCc1ccccc1,4%,6.1%,1%,7%,-11%,-1%,?
C/C(=N\O)c1ccc2[nH]ccc2c1,2%,-1.3%,-2%,10%[38.3 µM],-7%[46.1 µM],1%,2%
O=C(CCn1c(=S)oc2ccccc21)NC1CCCCC1,15%,-1.0%,.,.,?,12%[9.22 µM],.
Cc1ccc(N(C(=O)c2csnn2)C(C(=O)NC(C)(C)C)c2ccccn2)cc1 (configuration not stated),11%,4.1%,-1%,11%,7%,6%[9.22 µM],-4%[46 µM]
COc1cccc(S(=O)(=O)NCc2ccc3c(c2)OCO3)c1,0%,1.7%,-2%,8%[38.3 µM],1%[46.1 µM],-14%,-1%
COCCCNC(=O)CN(c1cc(Cl)ccc1OC)S(C)(=O)=O,2%,-1.1%,-1%,-2%,5%,.,.
CCCOc1ccc(N2CC(C(=O)Nc3ccc(N4CCOCC4)cc3)CC2=O)cc1 (configuration not stated),1%,-1.5%,1%,7%,17%,-5%[9.22 µM],.
O=C(O)c1cccc(N2C(=O)Nc3ccccc3N2O)c1,14%,-0.6%,6%,0%,9%,15%,-9%
O=C(COc1ccc2ccccc2c1)Nc1ccc(Cc2ccncc2)cc1,?,4.3%,-1%,12%[38.3 µM],-20%[46.1 µM],-25%,2%
CC12CCC(C(=O)N3CCOCC3)([C@H](Br)C1=O)C2(C)C (some centres not stated),8%,1.5%,.,.,8%,18%[9.22 µM],.
Cc1nc(N2CCN(c3ccccn3)CC2)c2c(C)c(C(=O)Nc3ccc(F)cc3F)sc2n1,0%,8.1%,5%,2%,-48%,-12%,.
CCN=c1scc(-c2ccc3c(c2)NC(=O)CO3)n1N=C1CCCC1,-21%,2.0%,-4%,9%[38.3 µM],-17%[46.1 µM],11µM*,?
COc1ccc(CN(C)CC(=O)Nc2ccc(N3CCOCC3)cc2)cc1OC,-2%,-1.0%,3%,5%,14%,-1%,-18%
CC1=C(C(=O)OC(C)C)C(c2cccc(F)c2)N2C(=O)C(C)SC2=N1 (configuration not stated),15%,-1.0%,0%,45%[activator][38.3 µM],?,23%,-11%
COC(=O)N/N=C/c1cc(C)n(-c2ccc(F)cc2)c1C,-10%,-0.6%,-2%,-7%,34%,0%,.
NC(=O)CSc1nccn1Cc1ccc2c(c1)OCO2,4%,-1.3%,-1%,2%,8%,-3%,?
COc1ccc(OC)c(NC(=O)CSc2nnc(CNc3ccc(C)cc3C)o2)c1,-6%,0.8%,3%,9%[38.3 µM],?,-7%,-8%
Cc1nc(N2CCC(C)CC2)c2c(C)c(C(=O)Nc3cc(F)ccc3C)sc2n1,?,-4.7%,0%,12%,-54%,?,11%[9.22 µM]
O=C(Cc1nnc(NC(=O)c2ccccc2)s1)N/N=C/c1ccco1,-8%,-1.1%,0%,9%,17%,-2%,-9%
CCC(CO)Nc1ncnc2c1cnn2-c1ccc(OC)cc1 (configuration not stated),-2%,0.0%,14%,-28%[38.3 µM],0%[46.1 µM],-12%,-11%
Cc1cc(NC(=O)c2c(-c3ccccc3Cl)noc2C)no1,-1%,0.6%,-3%,-3%[38.3 µM],-18%[46.1 µM],24%,-9%
COc1ccc(Oc2ccc(S(=O)(=O)N3CCCCC3)cc2S(=O)(=O)N2CCCCC2)cc1,-2%,-2.3%,.,.,-3%,-19%[9.22 µM],.
COc1ccc(OC)c(/C=C2\SC(=S)N(N3CCOCC3)C2=O)c1,-2%,4.1%,.,.,2%,7%[9.22 µM],.
Cc1cc(-c2n[nH]c(=S)n2/N=C/c2ccc(C)s2)n[nH]1,-11%,-3.0%,-1%,-1%,-5%,2%,8%
Cc1ccc(S(=O)(=O)N(C)C)cc1NC(=O)Nc1c(-c2ccccc2)noc1C,8%,1.1%,.,.,8%,10%[9.22 µM],2%[46 µM]
COc1ccc(C2CC(c3ccc4ccccc4c3OC(C)=O)=NN2C(=O)/C=C/c2ccccc2)cc1 (configuration not stated),2%,1.0%,4%,6%,-15%,1%,-1%
CN(C)NC(=O)c1ccsc1NC(=O)c1ccc(S(=O)(=O)N2CCCC2)cc1,13%,-0.7%,.,.,-18%,-28%[9.22 µM],.

# 3 compounds out of the list, arranged by molar mass, lowest first.
SMILES,CBFb RUNX1 block,Epigenetic derep,Luc counter,IMPase Li cell,NPSR antagonist,HttQ103 aggreg,Lamin A splicing
CCC(CO)Nc1ncnc2c1cnn2-c1ccc(OC)cc1 (configuration not stated),-2%,0.0%,14%,-28%[38.3 µM],0%[46.1 µM],-12%,-11%
Cc1nc(N2CCC(C)CC2)c2c(C)c(C(=O)Nc3cc(F)ccc3C)sc2n1,?,-4.7%,0%,12%,-54%,?,11%[9.22 µM]
Cc1ccc(S(=O)(=O)N(C)C)cc1NC(=O)Nc1c(-c2ccccc2)noc1C,8%,1.1%,.,.,8%,10%[9.22 µM],2%[46 µM]

# (cont.)
SMILES,CBFb RUNX1 block,Epigenetic derep,Luc counter,IMPase Li cell,NPSR antagonist,HttQ103 aggreg,Lamin A splicing
CCN(CC(=O)Nc1ccc([N+](=O)[O-])cc1OC)c1ccccc1,-18%,-0.9%,-2%,1%[38.3 µM],?,4%,3%
C/C(=N\NC(N)=S)c1ccccc1,2%,6.6%,.,.,-39%,19%[9.22 µM],.
Cc1cccc(C(=O)Nc2c(C#N)c(C)c(C)n2Cc2ccccc2)c1,9%,0.9%,-2%,19%,-24%[46.1 µM],-13%,-8%
CCS(=O)(=O)N1Cc2ccccc2CC1C(=O)Nc1cccc(C)c1 (configuration not stated),1%,-0.5%,0%,6%,-3%,3%,.
Cc1ccccc1NC(=O)COC(=O)Cc1ccsc1,15%,-0.2%,-2%,-1%,2%,8%,9%[9.22 µM]
O=C(OCc1ccc(Cl)cc1)c1ccccc1C(=O)c1ccccc1,28%,0.1%,-2%,-6%[38.3 µM],?,-6%,17%
CCCc1nc2c(sc3nc4c(cc32)COC(C)(C)C4)c(=O)n1Cc1ccco1,-3%,-1.0%,3%,-2%[38.3 µM],-14%[46.1 µM],-8%,0%
CN(C)Cc1ccccc1-c1ccc2ncnc(NC3CCNCC3)c2c1,.,-0.2%,-2%,-10%,.,.,-3%
CN=C1SC(CC(=O)Nc2cc(Cl)ccc2Cl)C(=O)N1C (configuration not stated),-1%,0.0%,1%,-6%[38.3 µM],-15%[46.1 µM],13%[9.22 µM],17%
Clc1ncnc2scc(-c3ccccc3)c12,14%,0.0%,-1%,-7%,-16%[46.1 µM],-22%,-15%
COC(=O)[C@@]1(Cc2ccc(F)cc2)[C@H]2c3cc(C(=O)N4CCCC4)n(CCN4CNCC4=O)c3C[C@H]2CN1C(=O)c1ccccc1,7%,1.5%,-1%,-4%,.,.,.
C=CCC(C)(O)C(=O)OCC (configuration not stated),13%,0.0%,1%,9%,.,.,.
C[C@H]1C=C(C(=O)NC2CC2)O[C@@H](OCc2ccc(CO)cc2)C1,2%,1.6%,.,.,13%,6%[9.22 µM],.
